KCNQ2 inh: KCNQ2 potassium channel inhibitors, primary screen, cell-based, CHO-K1, FluxOR thallium flux, B-score (AID 2156). B-score at 10 µM. 20 min; hits give low values. 310,000 compounds, 1.1% hits;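 active = fluorescence ratio B-score at most minus 3 library SDs, with starting brightness B-score within 2 library SDs, cut at about -5.5 in these data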
Target sequence (O88943 whole entry, looked up): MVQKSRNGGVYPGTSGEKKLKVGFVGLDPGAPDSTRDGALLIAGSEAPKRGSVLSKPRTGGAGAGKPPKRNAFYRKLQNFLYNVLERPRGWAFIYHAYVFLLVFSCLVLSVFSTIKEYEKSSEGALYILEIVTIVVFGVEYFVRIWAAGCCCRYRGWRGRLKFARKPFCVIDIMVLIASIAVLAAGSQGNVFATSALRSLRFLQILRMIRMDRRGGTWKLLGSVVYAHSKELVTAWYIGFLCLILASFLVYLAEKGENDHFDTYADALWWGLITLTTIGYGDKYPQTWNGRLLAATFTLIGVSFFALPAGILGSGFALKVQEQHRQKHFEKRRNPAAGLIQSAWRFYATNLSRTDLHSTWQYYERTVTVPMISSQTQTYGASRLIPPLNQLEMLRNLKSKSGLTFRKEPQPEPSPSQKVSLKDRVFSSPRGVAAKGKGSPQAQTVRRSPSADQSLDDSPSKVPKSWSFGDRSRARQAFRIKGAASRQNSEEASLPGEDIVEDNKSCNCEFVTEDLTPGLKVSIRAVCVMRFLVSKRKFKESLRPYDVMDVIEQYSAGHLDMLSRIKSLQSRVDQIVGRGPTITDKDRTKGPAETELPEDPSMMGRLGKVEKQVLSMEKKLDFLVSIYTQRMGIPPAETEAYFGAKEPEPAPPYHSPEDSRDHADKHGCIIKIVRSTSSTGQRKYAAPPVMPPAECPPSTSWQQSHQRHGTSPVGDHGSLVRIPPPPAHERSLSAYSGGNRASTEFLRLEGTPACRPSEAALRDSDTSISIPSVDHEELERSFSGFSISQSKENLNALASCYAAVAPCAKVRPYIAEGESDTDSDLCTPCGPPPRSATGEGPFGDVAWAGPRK
CHT block: inhibitors of human choline transporter CHT | Q9GZV3 | CHT-expressing cells, membrane potential dye, choline response; hits give low values | B-score at 10 µM | 310,000 compounds, 0.86% hits;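 active = B-score over 3 SD under the library average, and starting fluorescence ratio not unusually high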;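 also: choline stimulus applied at its EC90 after an EC20 pre-addition; B-score computed on integrated fluorescence ratio after choline addition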
An asterisk follows results filed as active; i = inactive; nt = no result given.

SMILES | KCNQ2 inh | CHT block
CC(C)CN(C(=O)C1CCCCC1)C1CCS(=O)(=O)C1 (configuration not stated) | i | i
CCC(C)(C)NC(=O)C(c1ccc(O)cc1)N(Cc1ccco1)C(=O)CCC(=O)Nc1ccccn1 (configuration not stated) | i | i
COCCN1CCn2c(nc3cc([N+](=O)[O-])ccc32)C1 | i | i
O=S(=O)(Cc1ccccc1)Nc1cccc(Br)c1 | i | i
O=C(CSc1nc2c(cnn2-c2ccccc2)c(=O)[nH]1)N1CCOCC1 | i | i
Cc1ccc(S(=O)(=O)N2CCN(C(=O)c3ccc(Cl)nc3)CC2)cc1 | i | i
CN1CCN(C(=S)NC(=O)c2ccc(Cl)cc2)CC1 | i | nt
CN(C)CCN(C(=O)c1cccc(Cl)c1)c1nc2c(Cl)cccc2s1 | i | i
COc1cccc(Cn2cnc3c(NS(=O)(=O)c4ccc(Cl)cc4)c(C)c(C)cc32)c1 | i | i
COc1cccc(SCc2noc(C(=O)NC(C)C)c2C(=O)NC(C)C)c1 | i | i
CCCc1nnc(SCc2ccc(OC)cc2)n1N | i | i
CN(C)/C=C/C(=O)c1ccc2noc(-c3ccc(F)cc3)c2c1 | i | i
Cc1csc2c(N3CCN(C(=S)Nc4ccc(C(F)(F)F)cc4)CC3)ncnc12 | i | -6.2*
O=C(Oc1ccccc1F)C1CCN(C(=O)c2ccc(F)cc2)CC1 | i | i
COC(=O)c1cccc(C23CC4(C2)[C@H](CN(C)[C@@H]4c2ccccc2)C3c2ccccc2)c1 (some centres not stated) | i | i

(list continues)
SMILES | KCNQ2 inh | CHT block
Cc1ccc(OCC(=O)NC(C)c2ccccc2)cc1 (configuration not stated) | i | i
Cc1ccc(NC(=O)CCNS(=O)(=O)c2cccc3nonc23)cc1Cl | i | i
O=C(Cc1sc(-c2ccccc2)nc1-c1ccccc1)Nc1ccccc1 | i | i
CNc1nc(Nc2ccc(C(C)=O)cc2)nc(OC(C(F)(F)F)C(F)(F)F)n1 | i | i
Cc1ccc(-c2csc(NC(=O)c3cccc([N+](=O)[O-])c3)n2)cc1 | i | i
CC1Cc2ccccc2N1C(=O)c1cccnc1 (configuration not stated) | i | i
O=C(CN1CCOCC1)Nc1ccccc1-c1ccccc1 | i | i
CCN(CC)CCNC(=O)Cn1nc(Cc2ccccc2)c2ccccc2c1=O | i | i
CC(=O)c1ccc(NC(=O)[C@@]2(CC(=O)O)CC(/C=C/c3ccccc3)=NO2)cc1 | i | i
Cc1ccc(-c2noc(CSc3nnc(-c4ccncc4)n3-c3ccc(F)cc3)n2)cc1 | i | i
COc1ccccc1CCNC(=O)C(=O)NCC1CCCN1S(=O)(=O)c1ccccc1 (configuration not stated) | i | i
CCn1c(SCC(=O)OC)nnc1C1CCCCC1 | i | i
N#Cc1c(N)nc2c(c1-c1ccc(F)cc1)c(=O)nc1sccn12 | i | i
Cc1ccc(C(C(=O)NCC2CCCO2)N(C(=O)c2snc(C(N)=O)c2N)c2ccc3c(c2)OCCO3)cc1 (configuration not stated) | i | i
O=C(COc1ccc(Cl)cc1)N1CCN(C(=O)c2cccs2)CC1 | i | i

One compound at a time, as listed above.
CCN(CC)CCNC(=O)Cn1nc(Cc2ccccc2)c2ccccc2c1=O reads KCNQ2 inh: i; CHT block: i
CC1Cc2ccccc2N1C(=O)c1cccnc1 (configuration not stated) reads KCNQ2 inh: i; CHT block: i

(next part)
SMILES | KCNQ2 inh | CHT block
CCOCCCn1c(=NC(C)=O)c(C#N)cc2c(=O)n3cccc(C)c3nc21 | i | i
Cc1ccnc(NC(=O)Nc2ccc3c(c2)N(C)C(=O)CS3)c1 | i | i
c1ccc(-c2nnnn2CCOCCn2nnnc2-c2ccccc2)cc1 | i | i
Cc1cccc(-n2c(O)c(/C=N/NC(=O)c3ccccc3Cl)c3ccccc3c2=O)n1 | i | i
CCOC(=O)Nc1ccc(C(=O)c2ccncc2)cc1 | i | i
O=c1[nH]c(SCc2ccccc2Cl)nc2[nH]ncc12 | i | i
N=c1c(S(=O)(=O)c2ccc(Cl)cc2)cc2c(=O)n3ccccc3nc2n1Cc1ccco1 | i | i
CCOc1ccc(N=C2C(=O)Nc3ccc(C)c(Br)c32)cc1 | i | i
O=C(C[n+]1cc(-c2ccc(F)cc2)n2c1CCC2)Nc1nc(-c2ccc(F)cc2)cs1 | i | i
COc1ccc(S(=O)(=O)Nc2ccccc2C(=O)NC(C)(C)C)cc1OC | i | i
COc1ccc(C(=O)CCC(=O)Nc2ccc(N3CCCCC3)cc2)cc1OC | i | i
CN(C(=O)COC(=O)c1ccc(Br)o1)c1c(N)n(Cc2ccccc2)c(=O)[nH]c1=O | i | i
Cc1cc(C)cc(N(C(=O)c2csnn2)C(C(=O)NC(C)(C)C)c2cccs2)c1 (configuration not stated) | i | i
NNc1nc(N)c2c(n1)-c1ccccc1CC21CCCC1 | i | i
Cc1nn(Cc2ccc(Cl)cc2)c(C)c1NC(=O)C(c1ccccc1)c1ccccc1 | i | i

Further structures
SMILES | KCNQ2 inh | CHT block
COCCN(C/C=C/c1ccccc1)C/C=C/c1ccccc1 | i | i
O=C1OCc2ccc(NS(=O)(=O)c3ccc(C(F)(F)F)cc3)cc21 | i | i
Nc1cc(OC(=O)c2ccc(F)cc2)nn1S(=O)(=O)c1ccc(F)cc1 | i | i
CCN1C(=O)/C(=C/c2ccc(OCc3ccc(C(=O)O)cc3)c(Cl)c2)NC1=S | i | i
O=[N+]([O-])c1ccccc1NCc1ccc(Cl)cc1 | i | i
O=C(Nc1ccc(O)cc1)c1ccc(NC(=O)C2CCCO2)cc1 (configuration not stated) | i | i
O=c1c2ccccc2c(C=Nc2ccccc2O)c(O)n1-c1nccs1 | i | i
C/C(=N\NC(=O)C(O)(c1ccccc1)c1ccccc1)c1ccc(C)o1 | i | i
C/C(CC(=O)Nc1cccc(F)c1)=N\NC(=O)C(=O)NC1CCCCC1 | i | i
COc1cc(CNc2ccc(N3CCOCC3)cc2)cc(Br)c1OC | i | i
Nc1nonc1OCCOCCOCCOc1nonc1N | i | i
CC(C)OCCCn1c(NN)nc2ccccc2c1=O | i | i
COc1ccccc1/C=C1\SC(=S)N(CC(=O)Nc2nnc(C)s2)C1=O | i | i
O=C1CCC(C(=O)N2CCc3ccccc3C2)CN1CCCN1CCOCC1 (configuration not stated) | i | i
Fc1ccccc1N1CCN(Cc2cccnc2)CC1 | i | i

Continued (2 carried over from the part before).
SMILES | KCNQ2 inh | CHT block
O=C1CCC(C(=O)N2CCc3ccccc3C2)CN1CCCN1CCOCC1 (configuration not stated) | i | i
Fc1ccccc1N1CCN(Cc2cccnc2)CC1 | i | i
COc1ccccc1-n1nc(C)c(-c2ccccc2)c1N | i | i
O=C1c2oc3ccc(Cl)cc3c(=O)c2C(c2cccc(Br)c2)N1CCO (configuration not stated) | -11* | i
COc1cc(OC)c2c(c1)OC(c1ccc(OC)c(OC)c1)C(O)C2=O (configuration not stated) | i | i
Cc1cccc2cc(CN(Cc3nnnn3Cc3ccco3)C3CCCC3)c3nnnn3c12 | i | i
NNC(=O)CNC(c1ccccc1)c1cc(Br)ccc1NC(=O)c1cccc(Cl)c1 (configuration not stated) | i | i
Cc1cc(C)c(COCc2cc(/C=N/O)c(C)cc2C)cc1/C=N/O | i | i
CCC(C)(C)C(=O)Nc1ncc(S(=O)(=O)c2ccc([N+](=O)[O-])cc2)s1 | i | i
CCN1C(C(=O)c2ccccc2)=C(Nc2ccccc2C)c2ccccc2S1(=O)=O | -6.9* | i
CC(=O)c1cnn(-c2ccc(Cl)c(Cl)c2Cl)c1C | i | i
Cc1ccc2cccc(Oc3ncnc4scc(-c5ccccc5)c34)c2n1 | i | i
CN(C)C(=O)/C(=C\c1cccc(Oc2ccccc2)c1)NC(=O)c1ccccc1 | i | i
Cc1nn(-c2ccccc2)c(Cl)c1/C=N/NC(=O)CNc1n[nH]c(=O)[nH]c1=O | i | i
COc1cccc(NC(=O)c2cccc(N3C(=O)C4CCC(C)CC4C3=O)c2)c1 (configuration not stated) | i | i
CCOC(=O)c1c(C(=O)OCC)c(C)n(Cc2cc(OC)c(OC)c(OC)c2)c1C | i | i
COc1ccccc1N1CCN(C(=O)c2ccc(Cl)c(S(=O)(=O)N3CCCC3)c2)CC1 | i | i

KCNQ2 inh: what is marked active above
SMILES | KCNQ2 inh | CHT block
O=C1c2oc3ccc(Cl)cc3c(=O)c2C(c2cccc(Br)c2)N1CCO (configuration not stated) | -11* | i
CCN1C(C(=O)c2ccccc2)=C(Nc2ccccc2C)c2ccccc2S1(=O)=O | -6.9* | i

Other structures follow:
SMILES | KCNQ2 inh | CHT block
CC(C)(C)n1ncc2c(=O)n(CC(=O)NCCc3ccccc3)cnc21 | i | i
Cn1cc(C(=O)O)c(-c2ccc3c(c2)OCCCO3)n1 | i | i
CCn1nnnc1SCC(=O)Nc1cccc(NC(C)=O)c1 | i | i
Cc1cccc(CC(=O)c2c[nH]c3ccccc23)c1 | i | i
COCc1cc(=O)[nH]c(-c2csc(C)n2)n1 | i | i
COc1ccc(C(=O)N/N=C/c2ccccn2)cc1OC | i | i
Cc1ccc(Cn2c(O)c(N=NC(=S)Nc3ccccc3F)c3ccccc32)cc1 | i | i
COC(=O)c1c(NC(=O)C(Cl)Cl)sc2c1C(C(=O)OC)CC2 (configuration not stated) | i | i
Fc1ccc(CNc2nc3ccccc3n3cnnc23)cc1 | i | i
Cc1ccc(-c2csc(N=C(N)N)n2)cc1 | i | i
CC(NC(=O)c1ccc([N+](=O)[O-])o1)C12CC3CC(CC(C3)C1)C2 (configuration not stated) | i | i
c1ccc2c(c1)oc1c(NCCCN3CCOCC3)ncnc12 | i | i
O=C(Nc1ccc(N2CCCC2)cc1)c1cccc(F)c1 | i | i
Cc1cc(C)c(S(=O)(=O)Cc2ccccc2)c(OC(C)C)n1 | i | i
O=C(NCCCNC(=O)c1ccc(Cl)cc1Cl)c1cnccn1 | i | i

New compounds follow.
SMILES | KCNQ2 inh | CHT block
CN(C)c1cc2c(c(N(C)C)c1)C(=O)c1ccccc1C2=O | i | i
Cc1cccc(C)c1OCc1cc(C(=O)N2CCC[C@H]2C(N)=O)no1 | i | i
CCOC(=O)N1CCN(C(=O)c2cc3cc(F)ccc3[nH]2)CC1 | i | i
OCC1CCCN(C2CCN(Cc3nc(Cc4cccc(C(F)(F)F)c4)no3)CC2)C1 (configuration not stated) | i | i
Cc1cccc(C)c1NC(=O)CN | i | i
Cc1cc(C(=O)COC(=O)c2ccc(O)cc2)c(C)n1-c1ccccc1F | i | i
O=C1CC2(CCN(C(=O)c3ccccc3Br)CC2)Oc2ccccc21 | i | i
Fc1ccc(C2C3=C(Nc4ncnn42)c2ccccc2OC3c2ccncc2)cc1 (configuration not stated) | i | i
C=CCN1C(=O)N(c2ccc(Cl)cc2)C(=O)C1CC(=O)Nc1ccc(F)cc1 (configuration not stated) | i | i
CCOc1cc(C(=O)OC(C)C(=O)Nc2ncc(Cl)cc2Cl)ccc1OCC(=O)N1CCOCC1 (configuration not stated) | i | i
Cc1cccc(CS(=O)(=O)c2ncc(CO)n2C)c1 | i | i
Cc1noc(C)c1CN(C(=S)NC(C)C)c1ccccc1 | i | i
CN1CCc2c(c3c(n2C)CCN(C)[C@@H]3c2cccnc2)[C@H]1c1cccnc1 | i | i
O=C(NCCCN1CCCC1=O)C1CCC(CNS(=O)(=O)c2ccc(Cl)cc2)CC1 (configuration not stated) | i | i
O=C1CC(c2ccc(F)cc2)CC2=C1C=Nc1ccccc1N2 (configuration not stated) | i | i

(continued)
SMILES | KCNQ2 inh | CHT block
COC(=O)C1=C(C)NC(C)=C(C(=O)OC)C1C1CC=CCC1 (configuration not stated) | i | i
CSc1ncccc1C(=O)OCC(=O)c1ccc(Br)s1 | i | i
Fc1ccc(C2=NOC(c3nnc(-c4ccccc4)o3)C2)cc1 (configuration not stated) | i | i
S=C(c1ccc(-c2ccc(Br)cc2)o1)N1CCOCC1 | i | i
CS(=O)(=O)N(CC(=O)NC1CC1)C1CCCCC1 | i | i
CCCc1c(C(=O)Nc2cc(C(C)(C)C)on2)cnn1-c1ccccc1 | i | i
CCN1C(=O)C(CC(=O)Nc2ccc(OC)cc2)N(CCc2ccc(OC)cc2)C1=S (configuration not stated) | i | i
C=CCc1cccc(C=Nc2cccn3cc(-c4ccccc4)nc23)c1O | i | i
Cc1ccc(CN2C(=O)S/C(=C\c3ccccc3OCC(=O)O)C2=O)cc1 | i | i
Cc1cccn2c(=O)c3cc(C(=O)NCc4cccnc4)c(=N)n(CC4CCCO4)c3nc12 (configuration not stated) | i | i
O=C(C1CCN(S(=O)(=O)c2cccnc2)CC1)N1CCCCC1 | i | i
O=C(CCCOc1ccc(Cl)cc1Cl)N1CCN(c2ccccn2)CC1 | i | i
C[N+]1(C)CCCC(OC(=O)C(O)(c2ccccc2)c2ccccc2)C1 (configuration not stated) | i | i
O=C(Nc1ccccn1)c1ccc(Cl)c(S(=O)(=O)N2CCOCC2)c1 | i | i
COc1ccc(OC)c(N2C(=O)CC(Cc3ccc(C)cc3)C2=O)c1 (configuration not stated) | i | i

(listing goes on)
SMILES | KCNQ2 inh | CHT block
CCN(CC)S(=O)(=O)c1ccc(C(=O)N(c2ccc(C)cc2)C2C=CS(=O)(=O)C2)cc1 (configuration not stated) | i | i
O=C(CSc1nnc(-c2cccs2)o1)N1CCc2ccccc21 | i | i
CC(C)(C)c1cc(C(=O)N/N=C/c2ccc(O)cc2)n(-c2ccccc2)n1 | i | i
COc1ccccc1C(=O)NCCC(=O)N1CCN(C(C)=O)CC1 | i | i
Cc1ccc(-c2csc(NC(=O)CN3CCOCC3)n2)cc1C | i | i
O=C(Nc1ccc(Cl)cc1)Nc1ccon1 | i | i
CC(=O)OCC(OC(C)=O)C(OC(C)=O)C(OC(C)=O)C(=O)Nc1ccc(C)cc1C (configuration not stated) | i | i

Assay outcomes (PubChem)
